p53 reactivator: restores transcriptional activity of mutant p53. H1299 p53-A138V BP100-luciferase reporter, luminescence, 24 h. Potency, µM (titrated, usually from 92.2 µM), without a hit: top-dose activity change, positive = activation, most hits filed as activators. 320,000 compounds, 0.063% hits; note: % of control where 0% means no effect; nearly all actives have a fitted effect of over 45% in size
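p53-null H1299 cells stably carrying temperature-sensitive p53-A138V and a BP100-luciferase reporter were pinned with compounds (4-point, 1:5 series) and held 24 hrs at 37 deg C. Luminescence was read 10 min after detection reagent.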
MLL CXXC-DNA inh: blocks binding of human MLL CXXC domain to DNA; MLL-CXXC / FITC-HOXA9 DNA fluorescence polarization; Potency, µM (doses to about 115 µM), for the others: top-dose activity change, negative = inhibition, actives largely listed as inhibitors; Q03164; 290,000 compounds, 0.037% hits; AID 2662; active = well fitted inhibition curve with a large enough effect in the polarisation, with a control signal flat, not every such curve was filed as active; inconclusive = small, poorly fitted or top-dose-only effect, or effect the other way, or a change in a side signal; inactive = no such curve, though single readings can be large or run the other way; the % refers to the polarisation
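Steps: dispense CXXC domain solution (7 uM) → pin compounds or unlabeled HOX-A9 DNA control → 5 min ambient → add FLSN-HOX-A9 solution (50 nM) → spin → 30 min ambient → fluorescence polarization. Tris pH 7.5/NaCl/DTT/BSA buffer.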
RORg inh: ROR gamma (mouse) transcription inhibition; Potency, µM (doses to about 53.6 µM), without a hit: at the top dose activity change, negative = inhibition, usual class: inhibitors; Drosophila S2 Gal4-RORgamma UAS-luciferase reporter, 20 h; AID 2551; 310,000 compounds, 5.4% hits; P51450; note: % is set by controls: 0 for no effect and ±100 for the full control effect; nearly all actives have a fitted effect of over 60% in size
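In this cell-based reporter format, copper sulfate (700 uM final) drives Gal4–ROR gamma fusion expression from a metallothionein promoter in Drosophila Schneider cells; compounds preincubated 1 hr, reporter read after 20 hr at ambient temperature.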
ELG1 genotoxic: inducers of genotoxicity in HEK293T ELG1-luciferase cells; HEK293T ELG1-luciferase reporter, luminescence, 16 h; Potency, µM (titrated, usually from 46 µM), inactives show at the top dose activity change, positive = activation, usual class: activators; 330,000 compounds, 1.3% hits; note: % of control where 0% means no effect; nearly all actives have a fitted effect of over 60% in size
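Screening used a luciferase reporter fused to human ELG1 in HEK293T cells. Luminescence was read on a CCD plate imager after 16 hr exposure and 30 min ONE-Glo incubation.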
MBNL1 CUG block: MBNL1-poly(CUG) RNA binding inhibition. Potency, µM (top dose mostly 57.5 µM), without a hit: at the top dose activity change, negative = inhibition, usual class: inhibitors. Q9NR56. AID 2675. 280,000 compounds, 0.036% hits. TR-FRET MBNL1-His/biotin-(CUG)12 binding, 665/545 ratio; active = well fitted inhibition curve with a large enough effect in the signal ratio, with a control signal flat, not every such curve was filed as active; inconclusive = small, poorly fitted or top-dose-only effect, or effect the other way, or a change in a side signal; inactive = no such curve, though single readings can be large or run the other way; the % refers to the signal ratio; note: % is set by controls: 0 for no effect and ±100 for the full control effect
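His-tagged MBNL1 binding to biotinylated (CUG)12 RNA was measured by TR-FRET using terbium anti-His antibody (0.055 ng/ul final) and streptavidin-XL665 (5 nM final). Compounds were titrated 92 nM to 58 uM; 60 min at room temperature.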
uPA surface inh: cell surface uPA generation inhibition | Potency, µM (doses to about 38.3 µM), for inactives: top-dose activity change, negative = inhibition, usual class: inhibitors | cell surface uPA generation assay, qHTS | 330,000 compounds, 0.31% hits; active = well fitted inhibition curve with a large enough effect; inconclusive = small, poorly fitted or top-dose-only effect; inactive = no such curve, though single readings can be large or run the other way; tested in mouse RAW 264.7 cells; note: % is set by controls: 0 for no effect and ±100 for the full control effect; nearly all actives have a fitted effect of over 55% in size
VP16 counter: Gal4-VP16 reporter inhibition counter-screen. Drosophila S2 Gal4-VP16 UAS-luciferase, luminescence, 20 h. Potency, µM (titrated, usually from 53.6 µM), without a hit: at the highest dose activity, negative = inhibition, hits mostly inhibitors. 310,000 compounds, 3.5% hits;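 note: Gal4-VP16 expression switched on by copper sulfate through the metallothionein promoter; % is set by controls: 0 for no effect and ±100 for the full control effect; nearly all actives have a fitted effect of over 50% in size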
NPC1 promoter act: activators of NPC1 promoter; Huh7 NPC1 promoter luciferase reporter, 24 h; Potency, µM (top dose mostly 9.22 µM), without a hit: top-dose activation, usual class: activators; 320,000 compounds, 2.4% hits;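 note: % of control where 0% means no effect; nearly all actives have a fitted effect of over 60% in size; reporter is driven by a mutant NPC1 promoter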
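Readout is luciferase luminescence, reflecting NPC1 promoter activation in stably transfected Huh7 cells after 24 h compound exposure at 37 °C in reduced-serum medium with 10% FBS.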
Rab9 promoter act: activators of Rab9 promoter; Potency, µM (highest dose often 9.22 µM), inactives show top-dose activation, negative = inhibition, actives largely listed as activators; AID 485297; 320,000 compounds, 2.8% hits; Huh7 Rab9 promoter-luciferase reporter, luminescence, 24 h; note: % of control where 0% means no effect; nearly all actives have a fitted effect of over 60% in size
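Promoter activation is measured as luciferase luminescence in Huh7 cells stably transfected with a Rab9 promoter–luciferase construct, following 24 h compound exposure at 37 °C and 10 min reagent incubation at ambient temperature.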
BRCA1 expr act: increases BRCA1 expression; MCF7-BRCA1-FFLuc reporter, luminescence, 48 h; response scale: scaled: vehicle 0%, 10 µM genistein 100%; Potency, µM (titrated, usually from 46.1 µM), without a hit: at the top dose activation, most hits filed as activators; 380,000 compounds, 1.1% hits; AID 624202; note: nearly all actives have a fitted effect of over 80% in size; some results filed as inactive show a strong effect at the top dose
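Luminescence from a BRCA1-driven firefly luciferase in MCF7 cells was the read-out, taken 15 min after substrate addition following 48 h compound exposure at 37 °C. Data were normalized to a 10 microM genistein control and DMSO vehicle.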
FLuc modulator: inhibits or activates purified firefly luciferase, miR-21 counter-screen; 360,000 compounds, 6.9% hits; purified FLuc, Km substrates, luminescence inhibition; P08659; Potency, µM (titrated, usually from 57.5 µM), for the others: at the highest dose activity change, negative = inhibition, actives largely listed as inhibitors;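 note: plate controls were vehicle for no effect and reference inhibitor for full effect; nearly all actives have a fitted effect of over 55% in size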
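Biochemical qHTS of compounds, final roughly 60 µM downward over six points, against 10 nM purified firefly luciferase using Km concentrations of substrates (10 uM D-luciferin, 10 uM ATP) in Tris acetate pH 7.5 buffer; luminescence output.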
* marks the source's active call; other numbers are inactive results; ? = inconclusive; . = not tested or not shown; [ ] = remark or other dose. Unless noted, calls come from the whole dose curve; as a rule, active = well fitted curve in the direction sought with a large enough effect; inconclusive = small, poorly fitted or top-dose-only effect, or another doubt; inactive = no such curve, though single readings can be large; an effect the other way counts as inactive or inconclusive. Potency is the fitted concentration of half-maximal effect. This is a subset, so the mix of outcomes need not match the whole.

SMILES	p53 reactivator	MLL CXXC-DNA inh	RORg inh	ELG1 genotoxic	MBNL1 CUG block	uPA surface inh	VP16 counter	NPC1 promoter act	Rab9 promoter act	BRCA1 expr act	FLuc modulator
Cc1c(C)[n+](=O)c(-c2cccs2)c(C)n1[O-]	10.7%	0.9%	-16.2%	1.8%	24.5%	3.8%	-9.8%	-0.5%	2.5%	10.1%	-0.5%
COc1ccc(C(=O)c2c3ccc(OC)cc3[n+]([O-])n2Cc2ccc(C(N)=O)cc2)cc1	10.3%	.	.	?	.	10.9%	.	16.6%	29.4%	35.9%	?
c1ccc(Cc2cc[n+](Cc3ccccn3)cc2)cc1	-0.2%	-5.8%	9.9%	-10.5%	.	-4.1%	8.1%	0.4%	-1.0%	-2.7%	-1.6%
CCS(=O)(=O)c1nc(S(=O)(=O)c2ccc(C)cc2)c(NCCCN(C)C)s1	-1.9%	4.3%	-3.8%	0.0%	-12.7%	-1.6%	3.1%	-4.2%	0.6%	-3.7%	-3.4%
CCN1CCN(c2cc(C)c3cc(NC(=S)N(C)Cc4ccccc4)ccc3n2)CC1	2.0%	2.6%	-15.1%	-2.3%	-2.0%	-3.1%	-0.6%	-0.1%	8.1%	2.0%	6.9%
CN(C(=O)Cn1cc(C(F)(F)F)ccc1=O)c1c(N)n(Cc2ccccc2)c(=O)[nH]c1=O	-0.9%	-0.8%	12.2%	0.0%	.	1.0%	-12.9%	-0.9%	-4.4%	-2.2%	3.2%
COC(=O)c1ccc(CNC(=O)C2CCC(=O)N(CCN3CCOCC3)C2)cc1 (configuration not stated)	-5.9%	2.9%	-10.6%	8.0%	4.2%	6.4%	5.4%	-5.1%	2.8%	-13.5%	5.8%
CCc1ccc(NC(=O)C2CCCN(S(=O)(=O)c3cccs3)C2)cc1 (configuration not stated)	4.4%	-6.0%	18.7%	-9.9%	6.8%	5.4%	-13.9%	-4.4%	-12.1%	-29.9%	2.0%
O=C(COC(=O)c1ccccc1NC(=O)c1ccco1)NC1CCCCC1	2.8%	1.1%	6.0%	-0.6%	0.6%	-0.8%	3.1%	5.2%	-4.9%	-17.6%	-3.2%
COc1cccc(NC(=O)COc2ccc(C(=O)N3CCN(C)CC3)cc2)c1	5.0%	8.4%	-8.4%	-0.4%	2.3%	.	7.3%	-1.1%	-1.9%	58.3%	-7.7%
O=[N+]([O-])c1cc(C(F)(F)F)ccc1Sc1ccc2ccccc2n1	9.7%	1.7%	-38.9%	-2.0%	12.8%	2.3%	0.6%	1.5%	2.3%	-4.3%	-9.9%
N#Cc1ccc(-c2ccccc2)nc1SCC(=O)c1cc2ccccc2oc1=O	20.2%	8.4%	37.7%	0.7%	3.6%	-1.0%	-1.0%	2.6%	13.9%	-59.0%	-6.5%
COc1ccc(NC(=S)Nc2cc(C)ccn2)c(OC)c1	?	-1.4%	6.31µM*	?	-0.2%	4.9%	3.16µM*	?	?	78.7%	2.69µM*
CC(=O)Nc1ccc(OCc2cccc3ccccc23)cc1	-104.3%[inhibitor]	1.4%	-22.5%	5.7%	2.4%	7.4%	2.2%	1.3%	2.4%	-13.5%	?
CNC(=O)c1ccc(NC(=O)c2cccc(C(F)(F)F)c2)cc1	-2.7%	1.8%	-6.2%	5.8%	-0.6%	4.6%	-16.6%	-0.9%	-1.3%	18.1%	5.5%
CCCn1cc(SCC(=O)Nc2cc(C)on2)c2ccccc21	-3.7%	1.1%	23.9%	0.1%	-0.3%	-14.4%	-0.6%	0.4%	-11.7%	-10.5%	-1.5%
O=C(CSCc1ccc(Cl)cc1)Nc1ccc(S(=O)(=O)N2CCOCC2)cc1	-1.9%	1.5%	26.5%	-4.1%	-16.8%	10.4%	2.5%	-1.8%	-5.0%	-2.1%	-0.8%
O=C(CC(=O)c1ccccc1)Nc1ccc(Cl)cc1	?	34.0%[activator]	25.0%	13.3%	-2.6%	-3.6%	-8.1%	?	?	?	15.1µM*
CCCCC(CC)CNC(=O)C1CCCN(S(=O)(=O)c2cnc[nH]2)C1 (configuration not stated)	-2.5%	3.8%	49.6%	-9.6%	-1.8%	1.8%	2.3%	-1.8%	2.0%	-7.9%	0.1%
C=CCn1c(-c2ccc(Cl)cc2)c[nH]c1=S	-2.1%	9.1%	2µM*	1.0%	110.9%[activator]	-1.0%	2.82µM*	-3.8%	-10.5%	-8.7%	?
O=C(Nc1cc(Cl)ccc1-n1cncn1)c1cc(F)c(F)c(F)c1F	-7.3%	.	.	-11.6%	.	-3.9%	.	11.7%	-4.5%	-45.4%	-2.1%
O=C(Nc1ccccc1F)c1c[nH]c(=O)[nH]c1=O	10.8%	3.2%	6.9%	6.6%	-6.5%	1.7%	6.6%	6.3%	-0.9%	-14.8%	-21.5%
CCn1cc(C(=O)NCCCO)c(=O)c2cc(F)c(N3CCN(C)CC3)cc21	-0.4%	-10.8%	-11.8%	-1.7%	0.6%	12.6%	4.8%	0.2%	5.9%	-16.1%	1.6%
C=CCSc1nnc2c(n1)OC(c1cccnc1)Nc1ccccc1-2 (configuration not stated)	10.7%	-6.8%	21.4%	8.3%	?	1.0%	1.7%	13.8%	-0.4%	-15.0%	-5.3%
OCC1(CCc2ccccc2)CCN(Cc2ccc3nsnc3c2)CC1	-0.3%	13.1%	0.8%	-4.4%	?	0.6%	-8.0%	-2.0%	4.8%	-18.0%	-3.7%
CC(=O)Nc1ccc(S(=O)(=O)Nc2ccc(Cc3ccncc3)cc2)cc1	-2.5%	6.8%	?	-8.6%	-3.9%	-2.4%	10µM*	-4.2%	-7.8%	-33.9%	-1.3%
Cc1ccc2c(c1)C(c1ccc(F)cc1)N(C(=O)C1CC1)CC(=O)N2 (configuration not stated)	-4.8%	-6.5%	44.4%	1.5%	-2.5%	7.4%	1.4%	-2.7%	2.8%	0.0%	2.1%
CCCCNC(=O)c1ccc2c(c1)ncn2C1CCCC1	25.7%	-0.4%	21.7%	?	-1.8%	.	5.2%	-0.2%	4.3%	52.6%	16.9µM*
CCOc1ccccc1N1CCN(C(=O)Nc2ccc(Cl)c(Cl)c2)CC1	-0.5%	-8.6%	?	-8.2%	-10.0%	.	-2.0%	-2.8%	-3.2%	.	1.0%
CCOC(=O)N1CCN(C(=O)Cc2ccsc2)CC1	-2.7%	9.4%	-1.5%	1.2%	-3.4%	2.1%	-1.2%	1.0%	0.9%	2.3%	0.0%
COc1cc2c(-c3ccc4cc[nH]c4c3)c(-c3ccc(C#N)cc3)oc(=O)c2cc1OC	5.8%	.	.	-1.9%	.	?	.	0.2%	-4.5%	-23.4%	-11.9%
O=C(O)c1ccc(-c2ccccc2)[nH]c1=O	2.1%	3.1%	3.2%	1.6%	-2.1%	-1.9%	-14.5%	1.5%	-4.3%	21.9%	1.2%
CCC(=O)c1ccc(OCC(=O)OCC(=O)Nc2cccc(S(=O)(=O)N3CCCC3)c2)cc1	1.6%	.	.	1.1%	.	11.7%	.	-2.6%	-0.7%	-2.2%	-4.6%
Cc1ccc(O)c(NS(=O)(=O)c2cccc3nsnc23)c1	7.7%	16.8%	6.2%	5.7%	?	0.2%	-2.0%	10.3%	1.9%	-26.2%	?
O=C(Nc1cccc(C(F)(F)F)c1)Nc1ccc2[nH]c(=O)[nH]c2c1	-1.1%	48.4%[activator]	-12.4%	0.9%	0.9%	3.6%	3.3%	1.3%	-5.0%	-11.7%	5.0%
COC(=O)CCC(=O)Nc1ccc(S(=O)(=O)N2CCCCCC2)cc1	-6.5%	2.9%	31.8%	-2.2%	-2.3%	-0.3%	-0.6%[0.365 µM]	-3.8%	-6.2%	0.0%[1.84 µM]	-1.1%
CC1CCC(C(=O)NC(C(=O)NCc2cccnc2)C(C)C)CC1 (configuration not stated)	-2.0%	-0.3%	-1.8%	1.3%	-2.3%	2.5%	-0.9%	-1.8%	10.2%	-3.7%	9.2%
COC(=O)c1c(C)nc(C)c(C(=O)OC)c1-c1cccs1	-2.0%	-5.0%	21.4%	-2.8%	4.9%	-12.8%	-1.4%	-4.7%	-16.8%	-22.2%	-1.0%
O=S(=O)(Cc1ccccc1Cl)CC(O)COc1ccccc1Cl (configuration not stated)	-4.3%	11.6%	28.2%	-1.8%	-0.4%	-2.1%	-0.6%	-6.4%	-2.7%	2.7%	?
O=C1CCC(=O)N1c1ccc(-c2nc3sc4c(c3c(=O)o2)CCC4)cc1	-1.4%	31.2%[activator]	16.1%	-0.9%	11.2%	4.1%	-6.5%	-2.6%	1.6%	0.0%	21.3µM*
